# Source: PubChem BioAssay
# aSyn yeast rescue: inhibitors of alpha-synuclein toxicity in yeast; S. cerevisiae alpha-synuclein toxicity rescue, BacTiter-Glo growth, 24 h; Potency, µM (titrated, usually from 46.1 µM), inactives show at the top dose growth rescue (activation), most hits filed as activators; 0.02% of 94,000 active; active = well fitted activation curve with a large enough effect; inconclusive = small, poorly fitted or top-dose-only effect; note: 0% is about no effect
#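 Growth restoration measured by BacTiter-Glo luminescence after 24 hr at 30 deg C; alpha-synuclein yeast, raffinose-pregrown to mid-log, were added at OD600=0.02 in galactose medium onto pinned compounds.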
# * marks the source's active call; other numbers are inactive results; ? = inconclusive; [ ] = remark or other dose. Potency is the fitted concentration of half-maximal effect. Only part of the results is shown (hit frequency here may not be typical).
SMILES,aSyn yeast rescue
CCOc1cc(C(=O)NCc2nc(-c3cccc(C)c3)no2)cc(OCC)c1OCC,-4%
CSc1ncnc2c1ncn2CCCNc1ccc(C)c(C)c1,3%
COc1ccc(-n2nc3cc(C)c(NC(=O)c4ccc(-c5ccc(Cl)cc5)o4)cc3n2)cc1,-7%
Cc1cccc(OCC(=O)Nc2ccc3c(c2)nc(CCNC(=O)c2ccco2)n3C)c1,-8%
COc1ccc(N(CC(=O)NCc2ccc3c(c2)OCO3)S(=O)(=O)c2c(C)nn(C)c2C)cc1,4%
C=C(C)Cn1c(SCC(=O)c2ccc(Br)cc2)nc2sc3c(c2c1=O)CCCC3,6%
O=C(NCc1nc(-c2ccc(Cl)cc2)no1)c1ccco1,-1%
O=C(COC(=O)CSc1ccc(Cl)cc1)NCCc1ccccc1,1%
COc1ccc(CNc2nc3ccccc3n2C)c(O)c1,-2%
COc1ccccc1N1CCN(S(=O)(=O)CCNC(=O)/C=C/c2ccc3c(c2)OCO3)CC1,-5%
COc1cccc(C(=O)Nc2ccc3oc(-c4ccc5ccccc5c4)nc3c2)c1,-12%
Cc1ccc(-c2noc(-c3ccc(N4CCN(C)CC4)c([N+](=O)[O-])c3)n2)cc1,-3%
O=C(CSc1ccc([N+](=O)[O-])cn1)Nc1ccc2c(c1)OCO2,-11%
COc1cc(OC)cc(-c2nc3nc(C)c(CCC(=O)Nc4ccc(C)cc4)c(C)n3n2)c1,-6%
O=C(CSc1nc(Nc2ccccc2)c2ccccc2n1)c1ccc(Cl)cc1,0%
CCN(c1ccccc1)S(=O)(=O)c1ccc(Cl)c(C(=O)NCC2CCCO2)c1 (configuration not stated),4%
FC(F)(F)c1cnc2c(-c3ccccc3)n[nH]c2c1,-12%
C[C@@H]1CN([C@@H](C)CO)C(=O)c2cc(Br)cnc2O[C@H]1CN(C)C(=O)Cc1cccnc1,2%
CC1=CC(=O)C(Sc2ccc(C)cc2)=CC1=O,15%
COc1ccc(C(=O)Nc2ccc(-c3nc4ncccc4o3)cc2C)cc1Br,0%
CCOC(=O)c1cnc2c(ccc3ccccc32)c1Nc1cccc(OC)c1,3%
CCCCN(CCCC)CCNC(=O)CSCc1ccc(C)cc1,-6%
CNC(=O)C(NC(=O)CNC(=O)c1ccc(Cl)cc1)C(C)(C)C (configuration not stated),5%
COc1ccc2c(=O)cc(C(=O)O)oc2c1,-1%
COc1ccc(/C=N/Nc2cc(C)nc3ccc(Br)cc23)cc1,-9%
Cc1ccc(S(=O)(=O)/N=C(/c2ccc(F)cc2)N2CCCCC2)cc1,2%
CCc1ccccc1N1CC(C(=O)Nc2cc(C)on2)CC1=O (configuration not stated),-3%
CC(C)NCc1cc(Br)ccc1OCc1ccccc1,-4%
COc1ccc(NC(=O)c2oc3ccccc3c2NC(=O)Cc2coc3ccc(C)cc23)cc1,2%
Cc1ccc(NC(=O)CSc2cn(CC(=O)N3CCCC3)c3ccccc23)cc1Cl,-2%
COc1ccc(OC)c(CCNc2nc3cc(OC)c(OC)cc3c3nc(-c4cccnc4)nn23)c1,-8%
COc1ccc(N2CCN(C(=O)CCc3c(C)nc4cc(-c5ccc(Cl)cc5)nn4c3C)CC2)cc1,5%
O=C(CSc1ncn[nH]1)NCc1ccc(Cl)cc1,-5%
Cc1cc(C)n(-c2nc(C(=O)O)cs2)n1,-1%
COc1ccccc1/C=C/C(=O)c1ccccc1,16%
Cc1ccc(NC(=O)CN2C(=O)C(c3ccc(F)cc3)=NC23CCCCC3)c(C)c1,8%

# 3 of the compounds above, bar-delimited:
SMILES | aSyn yeast rescue
COc1ccccc1/C=C/C(=O)c1ccccc1 | 16%
Cc1ccc(S(=O)(=O)/N=C(/c2ccc(F)cc2)N2CCCCC2)cc1 | 2%
CCc1ccccc1N1CC(C(=O)Nc2cc(C)on2)CC1=O (configuration not stated) | -3%

# Carrying on.
SMILES,aSyn yeast rescue
Cc1cccc2c1-c1sc(C(=O)N(C)c3cccc(Cl)c3)cc1CO2,1%
O=C(c1nc2ccccn2c1CN1CCC(Cc2ccccc2)CC1)N1CCCC1,7%
CC(C)NC(=O)c1ccc2c(c1)N(CC(=O)N1CCCCC1)C(=O)C(C)(C)O2,-48%[inhibitor]
COCCCC1CCN(C(=O)C2CCC(=O)N(CCCc3ccccc3)C2)CC1 (configuration not stated),7%
O=C(CSc1nc2ccccc2n1Cc1ccc(F)cc1)N1CCN(c2ccc(F)cc2)CC1,-2%
COC(=O)c1ccc(N2C(=O)C3CC=CC(C)C3C2=O)cc1 (configuration not stated),0%
Cn1c(=O)c2ncn(CC(=O)N/N=C/C=C/c3ccccc3)c2n(C)c1=O,-8%
Cn1c(=O)n(C)c2cc(N3CCOCC3)c(NC(=O)c3ccccc3Br)cc21,-6%
Cc1cc(NC(=O)c2ccc([N+](=O)[O-])cc2)n(CCC#N)n1,0%
O=C(Nc1c(Cl)cccc1Cl)c1cc(-c2ccc3c(c2)OCO3)on1,-2%
COc1ccc(S(=O)(=O)N2CCOC23CCN(C(=O)c2ccccc2OC)CC3)cc1,1%
Cc1ccc(NC(=O)c2ccc3c(c2)N(CC(=O)NC(C)C)C(=O)C(C)(C)O3)cc1,-1%
COc1ccc(C(CNC(=O)COc2ccc(Cl)c(C)c2)N2CCOCC2)cc1 (configuration not stated),8%
Cc1cc(Br)ccc1NC(=O)c1sc2ncn(Cc3ccccc3Cl)c(=O)c2c1C,-10%
CCC(Sc1nc2ccccc2c(=O)[nH]1)C(=O)Nc1ccc(C(C)=O)cc1 (configuration not stated),2%
COc1ccc(-n2c(Cc3cccn3C)nnc2SCC(=O)Nc2cccc(OC)c2)cc1,12%
O=C(CCNC(=O)c1ccc(Cl)cc1)NCc1cccc(C(F)(F)F)c1,1%
COc1cccc(OC)c1C(=O)Nc1ccc(Cc2ccncc2)cc1,5%
Cc1cc(C)nc(NS(=O)(=O)c2ccc(NC(=O)CN3C(=O)S/C(=C\c4ccccc4)C3=O)cc2)n1,1%
COc1ccc(-c2ccccc2C2=CC(=O)CC(C)(C)C2=O)cc1,-2%
Cc1ccccc1-c1cn(-c2ccccc2)c(=S)[nH]1,7%
O=C(CN1C(=O)C2CC=CCC2C1=O)NCc1cccs1 (configuration not stated),0%
CCN(CC)c1nc2ccccc2n(Cc2cccc(OC)c2)c1=O,6%
CC(=O)Nc1ccc(NS(=O)(=O)c2ccc(-c3csc(C)n3)s2)cc1,-2%
CCN(CC)S(=O)(=O)c1cccc(C(=O)Nc2sc3c(c2C#N)CCC(C)C3)c1 (configuration not stated),-13%
CCc1nn(CC(=O)N2CCN(c3cccc(OC)c3)CC2)c(=O)c2cc3occc3n12,-5%
COc1ccc(CCNC(=O)CCCn2nc(C)c3sc4ccccc4c3c2=O)c(OC)c1,5%
COc1ccc(/C=N\NC(=O)c2cc(O)c(O)c(O)c2)cc1COc1ccc(C(=O)OCC(C)C)cc1,13%
Cc1ccc(-n2nc(C)c3c(C)c(CCC(=O)NCc4cccc(Cl)c4)c(C)nc32)cc1C,-2%
O=C(c1[nH]c2ccccc2c1Sc1ccc(Cl)cc1)N1CCCCC1,?
Cc1cccc(-c2nc3c4ccccc4nc(N4CCN(c5ccccc5F)CC4)n3n2)c1,-11%
CCN(CCCNC(=O)c1nn(-c2ccc(OC)cc2)c(=O)c2c1c1ccccc1n2C)c1cccc(C)c1,4%
O=C1CC(c2cccc(F)c2)c2c(c3ccccc3[nH]c2=O)O1 (configuration not stated),3%
COc1cccc(CNS(=O)(=O)c2c(C)nc3scc(C)n3c2=O)c1,-11%
CCOc1ccc(-c2c(C)nn3c(C)c(C(=O)NCc4cccc(OC)c4)cnc23)cc1OCC,-4%
Cc1ccc(NC(=O)CSc2nnc(Cc3cccn3C)n2-c2ccc(F)cc2)cc1,-48%[inhibitor]

# Some of the entries so far, as tab-separated lines.
canonical_smiles	aSyn yeast rescue
CCN(CCCNC(=O)c1nn(-c2ccc(OC)cc2)c(=O)c2c1c1ccccc1n2C)c1cccc(C)c1	4%
COc1ccc(CCNC(=O)CCCn2nc(C)c3sc4ccccc4c3c2=O)c(OC)c1	5%
COc1ccc(/C=N\NC(=O)c2cc(O)c(O)c(O)c2)cc1COc1ccc(C(=O)OCC(C)C)cc1	13%
Cc1cccc(-c2nc3c4ccccc4nc(N4CCN(c5ccccc5F)CC4)n3n2)c1	-11%
CCN(CC)S(=O)(=O)c1cccc(C(=O)Nc2sc3c(c2C#N)CCC(C)C3)c1 (configuration not stated)	-13%

# (further entries)
SMILES,aSyn yeast rescue
O=C(CSC1=NS(=O)(=O)c2cc(Cl)ccc2N1)NCc1ccc(F)cc1,-4%
N=c1oc2ccccc2cc1C(=O)Nc1ccc(F)cc1,1%
CN(C)c1ccc(NC(=O)Cn2c(SCc3ccc(F)cc3)nc3cccnc32)cc1,-13%
Cc1cc(=O)[nH]c(SCC(=O)NC2CCCc3ccccc32)n1 (configuration not stated),-9%
Cc1ccc2c(c1C)NC(=O)C21N2CCCC2C(C(=O)c2ccc3ccccc3c2)C12C(=O)Nc1ccccc12 (configuration not stated),4%
CCCCn1c(N)c(N(CCC(C)C)C(=O)C2CCCO2)c(=O)[nH]c1=O (configuration not stated),-7%
COc1cccc(C(=O)N2CCCCC2CCN2CCCCC2)c1 (configuration not stated),-2%
Cc1cc(Nc2cc(Cl)ccc2C)n2nc(Cc3ccccc3)nc2n1,2%
CCN(c1ccccc1)S(=O)(=O)c1cc([N+](=O)[O-])ccc1N,24%
COCc1ccc(C(=O)N2CCCC(C(=O)c3cc(F)ccc3F)C2)s1 (configuration not stated),-16%
COCCCn1c(-c2ccc(S(=O)(=O)N3CCOCC3)cc2)csc1=Nc1ccccc1,-6%
Cc1cccc(NC(=O)c2ccc3snnc3c2)c1,-5%
Cc1cc(=O)oc2cc(OCC(=O)OCC(=O)NC3CC3)ccc12,3%
COc1ccc(NC(=O)c2ccc(NC(=O)COC(=O)c3cnc(C)cn3)cc2)cc1,-2%
Cc1cc(NC(=O)C2CCC(CNS(=O)(=O)c3ccc(Br)s3)CC2)ccc1Br (configuration not stated),-6%
COc1ccccc1-c1cnc2c(c1)C(=O)N([C@@H](C)CO)C[C@@H](C)[C@H](CN(C)C(=O)c1cccnc1)O2,-3%
CC(=O)Nc1ccc(S(=O)(=O)NC2=NCN(c3cccc([N+](=O)[O-])c3)CN2)cc1,1%
Cc1cc(C)n2nc(CNC(=O)c3ccc(Cl)cc3)nc2n1,0%
CCC(=O)N(c1nnc(SCC(=O)Nc2sccc2C(N)=O)s1)C1CC1,10%
COC(=O)CCC(=O)Nc1cc(Cl)cc(Cl)c1,0%
O=[N+]([O-])c1cc(-c2nc(-c3ccccc3)no2)ccc1NCCc1ccccc1,-7%
COc1ccc(-c2nn(-c3ccccc3)cc2/C=N/Nc2ccc3ccccc3n2)cc1OC,7%
CCC(Oc1ccccc1OC)C(=O)Nc1ccc2c(c1)OCO2 (configuration not stated),-6%
N#C/C(=C\c1ccccc1[N+](=O)[O-])C(=O)Nc1ccc(S(N)(=O)=O)cc1,-8%

# Compounds listed so far containing an NH in an aromatic ring, in the order listed:
SMILES,aSyn yeast rescue
FC(F)(F)c1cnc2c(-c3ccccc3)n[nH]c2c1,-12%
O=C(CSc1ncn[nH]1)NCc1ccc(Cl)cc1,-5%
CCC(Sc1nc2ccccc2c(=O)[nH]1)C(=O)Nc1ccc(C(C)=O)cc1 (configuration not stated),2%
Cc1ccccc1-c1cn(-c2ccccc2)c(=S)[nH]1,7%
O=C(c1[nH]c2ccccc2c1Sc1ccc(Cl)cc1)N1CCCCC1,?
O=C1CC(c2cccc(F)c2)c2c(c3ccccc3[nH]c2=O)O1 (configuration not stated),3%
Cc1cc(=O)[nH]c(SCC(=O)NC2CCCc3ccccc32)n1 (configuration not stated),-9%
CCCCn1c(N)c(N(CCC(C)C)C(=O)C2CCCO2)c(=O)[nH]c1=O (configuration not stated),-7%

# Remaining list, next part
SMILES,aSyn yeast rescue
CCn1nnc(NC(=O)COc2ccc([N+](=O)[O-])cc2)n1,-2%
COc1ccc(C(=O)Nc2ccc(S(=O)(=O)N(C)c3ccccc3)cc2)cc1,11%
COc1ccc(/C=N/Nc2nc(-c3cccnc3)nc3ccccc23)cc1OC,-32%[inhibitor]
CC(C)CC(C(=O)NCC1CCN(Cc2ccc(F)cc2)CC1)N1Cc2ccccc2C1=O (configuration not stated),-4%
COc1ccc(CN(C)C(=O)c2cccc(S(=O)(=O)N3CCN(c4ccccc4)CC3)c2)c(OC)c1OC,9%
NS(=O)(=O)c1ccc(CCNC(=O)CCNC(=O)c2ccco2)cc1,5%
Cc1cccc(N2CCN(S(=O)(=O)c3ccc(-c4cnc(C5CC5)o4)cc3)CC2)c1C,-5%
CCCCCS(=O)(=O)c1oc(-c2cccs2)nc1S(=O)(=O)c1ccc(C)cc1,-3%
COc1ccc(OC)c(Nc2nc(NCCCN(C)C)nc(N)c2[N+](=O)[O-])c1,-6%
COc1ccc(-c2noc(N3CCC(C(=O)Nc4ccc(F)cc4F)CC3)n2)cc1,6%
CCc1ccc(NC(=O)Nc2cn(C)c(=O)c3ccccc23)cc1,6%
O=C1OC(c2cccc3c(F)cccc23)c2ccccc21 (configuration not stated),3%
O=C1CC(C(=O)N2CCN(S(=O)(=O)c3cccc(F)c3)CC2)CN1Cc1ccccc1Cl (configuration not stated),7%
CC(C)COc1ccc(C(=O)NCC2OCCc3ccccc32)cc1 (configuration not stated),6%
Cc1cccc(NC(=O)c2oc3c(c2C)-c2[nH]ncc2CC3)c1C,-9%
COc1ccc(-c2cn3nc(N4CCC(C(=O)NCc5cccc(Cl)c5)CC4)sc3n2)cc1,-4%
Cc1nn(CC#N)c(=O)n1N(C)c1ncc(C(F)(F)F)cc1Cl,10%
CCN(CC)c1ccc(C(=O)Nc2ccccc2)cc1[N+](=O)[O-],1%
Cc1ccc(CN2CCN(Cc3ccc(OCCO)cc3)CC2CCO)o1 (configuration not stated),5%
COc1ccc(-c2cn3cccnc3n2)cc1NC(=O)c1ccccc1C(F)(F)F,1%
Cc1ccccc1COC(=O)CN1C(=O)NC2(CCCC2)C1=O,5%
CCOC(=O)c1ccc2[nH]c3c(c2c1)CCCC3O (configuration not stated),0%
Cc1ccc(-n2nc3c(N4CCC(C(=O)N5CCC(C)CC5)CC4)nnc(C)c3c2C)cc1,7%
